miR-122 sensor: inhibitors of miR-122 in Huh7 cells; Huh7 miR-122 Renilla luciferase sensor, 48 h; neutral wells = 0, positive control = 100; activation (reporter increase), % at 12.5 µM; actives 0.3% (n = 340,000);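 active = mean replicate activation score at least 90 and every replicate individually at or above 90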;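 also: higher luciferase means less miR-122 activity so hits act as miR-122 inhibitors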
PAX8 inh HTS: lowers PAX8-driven luciferase in RMG-I cells. AID 652154. inhibition, % at 12.6 µM. actives 1.2% (n = 360,000). RMG-I TPO-luciferase reporter, SteadyGlo, 24 h;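 active = mean replicate inhibition at least 60% with every replicate also reaching 60%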;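 also: luciferase light reporting Pax8 driven TPO promoter activity; plate controls were median of neutral control wells for no effect and mitoxantrone controls for full effect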
Cneo AK release: Cryptococcus neoformans lysis via adenylate kinase release | lysis activity, % at 15 µM | actives 0.2% (n = 360,000) | C. neoformans lysis, adenylate kinase release luminescence, 4 h; normalised: neutral wells 0, clomiphene wells 100;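 active = mean lysis activity across replicates of at least 80%, whatever share of replicates individually reach that level; inactive = mean lysis activity below 80%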
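Signal: Adenylate kinase release luminescence | Assay system: Log-phase Cryptococcus neoformans yeast cells | Input: Cells at 5 × 10^6 per mL | Buffer or medium: Fresh YPD growth medium | Compound: Single dose | Schedule: Static 4 h at 37 °C with compound, 1 h detection | Controls: Clomiphene | Read-out: Luminescence rise reflecting yeast cell lysis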
CASP6 VEID inh: inhibitors of human caspase-6 | actives 0.53% (n = 350,000) | P55212 | inhibition, % at 12.5 µM | AID 686996 | purified caspase-6, Z-VEID-R110 cleavage fluorescence;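 active = mean inhibition across replicates at least about 35%, with every replicate also reaching that limit, limit read from the data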;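 also: 0% = median of neutral control wells and 100% = no fluorescence left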
Target sequence (P55212 24-179 limits assumed): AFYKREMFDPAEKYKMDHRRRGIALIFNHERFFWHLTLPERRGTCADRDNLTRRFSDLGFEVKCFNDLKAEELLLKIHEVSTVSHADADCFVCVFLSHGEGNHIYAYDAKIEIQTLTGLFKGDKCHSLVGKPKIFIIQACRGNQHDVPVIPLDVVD
Target sequence (P55212 194-293 limits assumed): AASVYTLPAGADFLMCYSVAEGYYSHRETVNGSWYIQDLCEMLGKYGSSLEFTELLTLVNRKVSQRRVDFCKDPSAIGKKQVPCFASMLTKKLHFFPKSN
EWS-Fli inh: blocks EWS/Fli oncoprotein-driven transcription; A673 NR0B1-luciferase reporter, viability-normalised; inhibition, % at 12.6 µM; actives 0.67% (n = 350,000);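 active = mean inhibition of at least 50% after viability correction, with every replicate also passing that limit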;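 also: firefly luciferase signal divided by Alamar Blue viability fluorescence both relative to DMSO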
FN deposition inh: fibronectin deposition inhibition | AH1F fibroblasts, Alexa488-fibronectin deposition fluorescence, overnight | inhibition, % at 12.6 µM | actives 0.086% (n = 350,000);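 active = mean inhibition across replicates of 30% or more, regardless of how many single replicates reach that level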;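 also: positive control wells lacked labelled fibronectin entirely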
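material = AH1F fibroblast monolayer depositing Alexa488-labelled fibronectin into matrix | amount = 10000 AH1F cells/well | buffer or medium = DMEM plus 2% serum, read in PBS | incubation = 1 h cell adhesion before compound, then overnight fibronectin incubation | detection = fluorescence at 485 nm excitation, 525 nm emission | evaluation = percent inhibition as loss of matrix-bound fibronectin fluorescence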
LGR2 antag: inhibitors of bursicon-induced Drosophila LGR2 receptor cAMP signaling. HEK293 LGR2, CRE-luciferase, bursicon-stimulated, 4 h. inhibition, % at 9.99 µM. actives 0.35% (n = 380,000). AID 720647;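 active = drop in luminescence signal, shown as inhibition above about 50% in the replicate tests, limit read from the data, passing the limit was not always enough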;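 also: agonist challenge used bursicon conditioned medium at about half maximal strength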
PGC1a acetyl inh: modulators of PGC1a acetylation | U2OS PGC1a acetylation, AlphaScreen anti-acetyl-lysine; with virally co-expressed GCN5 acetyltransferase | inhibition, % at 15.6 µM | actives 0.17% (n = 350,000) | AID 651687;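 active = every replicate shows inhibition of at least 40%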;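 also: 0% = neutral control wells and 100% = positive control wells; some results beyond the cut were filed as inactive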
The depositor's hits bear a star; · = no result given; & = joins results of further samples; [ ] = dose if it differs, or a comment.

1	C[C@H]1CN([C@@H](C)CO)C(=O)Cc2cc(NS(C)(=O)=O)ccc2O[C@H]1CN(C)C(=O)Nc1ccc2c(c1)OCO2
2	Cc1ccc(S(=O)(=O)N2CCCCC2)cc1NC(=O)Cn1cnc2c1c(=O)n(C)c(=O)n2C
3	O=C(Nc1ccc(F)cc1F)c1ccccc1NC(=O)C1CC=CCC1C(=O)O (configuration not stated)
4	CCCn1nnnc1COc1ccc(C(N)=O)cc1
5	Cc1cc(C(=O)N[C@H](c2ccccc2)[C@@]2(C)C[C@@H]2[C@@H](C)C(=O)Nc2ccc3ccccc3c2)no1
6	C[C@H]1CN([C@@H](C)CO)C(=O)CCCn2nncc2CO[C@H]1CN(C)S(=O)(=O)c1ccccc1F
7	CN(C)c1ccc(N=Nc2ccc(S(=O)(=O)O)cc2)c2ccccc12
8	O=C(CSc1nnc(-c2ccccc2F)o1)NC1CC1

compound no.	1	2	3	4	5	6	7	8
miR-122 sensor	24.5[16.7 µM]	-3.3	3.4	-0.6	-0.5	-2.3	1.5	-1.8
PAX8 inh HTS	0.1	-1.2	-20.6	-13.3	18.5	3.5&9.6	16.2	-28.5
Cneo AK release	4.2	-2.4	2.6	-1.9	-1.5	3.7&0.2&-14.0	-1.7	1.8
CASP6 VEID inh	·	-0.6	6.5	·	·	3.1&0.6	·	0.1
EWS-Fli inh	-1.0	-3.5	·	1.4	5.2	0.5&-1.8&-6.7	·	-25.2
FN deposition inh	·	5.1	·	-6.2	-11.3	8.0&7.3	3.3	-2.7
LGR2 antag	15.7	21.0	19.0	-2.2	13.9	-4.8&-2.3	-3.0	-0.7
PGC1a acetyl inh	-6.4	-6.0	·	0.0	·	-6.5&7.9&-0.4	-7.0	5.3

9	COc1ccc(NC(=O)N(C)C[C@@H]2OCCCC[C@H](C)Oc3ccc(NC(=O)Nc4ccc(F)cc4)cc3C(=O)N([C@H](C)CO)C[C@@H]2C)cc1
10	CC1SC2(NC1=O)C1CC3CC(C1)CC2C3 (configuration not stated)
11	O=C(C[C@H]1C=C[C@H](NC(=O)c2cccc(F)c2)[C@@H](CO)O1)NCc1ccc(Oc2ccccc2)cc1
12	O=C(CS(=O)c1ccc(F)cc1)N1CCOCC1 (configuration not stated)
13	CCCCCCCCN1C(=O)[C@H](CC(=O)NCCC(C)C)C[C@@]2(C(=O)OCC)CCCC=C12
14	CCOC(=O)Cn1ccc2cc(S(=O)(=O)N3CCCC3)ccc21
15	CC1CCN(C(=O)Cn2cc(C#N)c3ccccc32)CC1
16	COc1ccc2c(c1)CC/C2=N\OC(=O)c1ccccc1C

compound no.	9	10	11	12	13	14	15	16
miR-122 sensor	0.4[16.7 µM]	·	·	-3.8	·	-15.4	-5.7	·
PAX8 inh HTS	-13.0	-3.7	7.8	25.1	-9.3	-1.5	·	-106.2
Cneo AK release	0.1	·	11.7	0.2	·	-0.7	-2.5	·
CASP6 VEID inh	0.3	3.2	0.3	-4.8	-4.6	-4.0	·	-0.8
EWS-Fli inh	-4.3	-5.0	13.0	6.8	10.1	9.8	·	-18.2
FN deposition inh	·	3.1	·	1.2	3.5	-3.9	·	-11.7
LGR2 antag	3.4	13.5	-2.7	14.4	36.8	-12.5	5.2	-12.2
PGC1a acetyl inh	1.4	·	-3.3	6.7	·	·	0.9	2.3

17	CNc1cc(-c2ccc(C(=O)OC)cc2)ncn1
18	COCCN1CC(CNC(=O)c2cc(COc3ccc(C)c(C)c3)on2)CC1=O (configuration not stated)
19	Cc1ccsc1C(=O)N1CCN(c2ccccn2)CC1
20	O=C(Cn1c(SCc2ccccc2)nc2ccccc21)N1CCOCC1
21	Cc1ccc(C2NC(=O)c3n[nH]c(C)c32)cc1 (configuration not stated)
22	CCOC(=O)CCC(=O)N1CCOCCOCCOCC1
23	CC(Oc1cc2oc(=O)c3c(c2cc1Cl)CCC3)C(=O)NCc1ccncc1 (configuration not stated)
24	C(=N/Nc1nc(-c2ccccc2)cc(-c2ccccc2)n1)/c1cccnc1

compound no.	17	18	19	20	21	22	23	24
miR-122 sensor	-1.3	-6.0	-0.9	1.8	·	-4.6	-8.8	-6.7
PAX8 inh HTS	·	-6.2	2.1	-53.3	-11.1	·	-7.7	-50.4
Cneo AK release	-1.8	-3.0	-0.7	-0.5	·	1.1	-1.6	-5.2
CASP6 VEID inh	1.3	2.4	0.0	·	2.9	·	-7.9	0.3
EWS-Fli inh	-9.4	-11.2	3.0	·	0.5	·	·	-29.6
FN deposition inh	6.2	-4.6	0.1	0.9	-0.7	11.8	10.3	2.9
LGR2 antag	-27.9	-8.6	-3.5	·	-25.4	·	5.7	-23.5
PGC1a acetyl inh	-4.1	13.4	5.1	-2.3	·	4.4	-5.2	-5.7

Compound profiles (already shown). Order of screens: miR-122 sensor, PAX8 inh HTS, Cneo AK release, CASP6 VEID inh, EWS-Fli inh, FN deposition inh, LGR2 antag, PGC1a acetyl inh
Record of Cc1ccsc1C(=O)N1CCN(c2ccccn2)CC1 : -0.9, 2.1, -0.7, 0.0, 3.0, 0.1, -3.5, 5.1
Record of CCOC(=O)CCC(=O)N1CCOCCOCCOCC1 : -4.6, ·, 1.1, ·, ·, 11.8, ·, 4.4
Record of C(=N/Nc1nc(-c2ccccc2)cc(-c2ccccc2)n1)/c1cccnc1 : -6.7, -50.4, -5.2, 0.3, -29.6, 2.9, -23.5, -5.7

Further entries.
25	C[C@@H]1CN([C@@H](C)CO)C(=O)c2cc(C#CC3CC3)cnc2O[C@@H]1CN(C)Cc1ccccn1
26	CCCN1CCC(NC(=O)CCc2nnc(Cc3cc(OC)ccc3OC)o2)CC1
27	O=C(O)Cc1sc(N/N=C\c2ccncc2)nc1-c1ccccc1
28	O=C(Nc1ccccc1C(=O)N1CCN(c2cccc(Cl)c2)CC1)C1=CSCCO1
29	O=C(O)c1ccccc1-c1c2cc(I)c(=O)c(I)c-2oc2c(I)c(O)c(I)cc12
30	COc1ccc(CCNC(=O)CSc2nc(O)cc(=O)[nH]2)cc1OC
31	Cc1noc(C)c1NC(=O)N(C)C[C@H]1Oc2ccc(NC(=O)CCC(F)(F)F)cc2CC(=O)N([C@@H](C)CO)C[C@H]1C
32	CC(C)C[C@H]1COCn2nncc2CC[C@H](C)C(=O)N1

compound no.	25	26	27	28	29	30	31	32
miR-122 sensor	-0.8[16.7 µM]	-2.1	·	·	-3.9&-11.8	12.6	20.7[16.7 µM]	·
PAX8 inh HTS	·	7.3	0.0	12.9	18.7&30.6	-6.0	-13.6	-7.6
Cneo AK release	2.0	0.4	·	2.2	-1.7&4.1	6.7	15.2	4.4
CASP6 VEID inh	0.8	-5.4	-1.5	1.0	-226.3	2.1	1.8	0.7
EWS-Fli inh	-4.0	4.8	-7.2	9.7	5.6&13.4	-6.3	9.3	0.1
FN deposition inh	4.2	-14.5	2.6	0.0	-2.3&-6.9	-14.0	-3.2	-5.4
LGR2 antag	7.8	-27.0	-2.9	6.6	22.2&13.7	-2.0	-15.8	1.0
PGC1a acetyl inh	-7.6	-7.7	-0.2	·	-16.3&1.0	8.9	3.1	·

33	CCCCC(=O)Nc1cccc(-c2nn3c(C)nnc3s2)c1
34	Cc1nc2cc(NCc3ccccc3O)ccc2n1Cc1ccccc1
35	O=C(Nc1cccc(S(=O)(=O)N2CCCCC2)c1)[C@@H]1CCCN1S(=O)(=O)c1ccccc1C(F)(F)F
36	CN1CCN(S(=O)(=O)c2ccc(NC(=O)c3cccc(F)c3)cc2)CC1
37	CCN(CC)CCCN1C(=O)C(=O)/C(=C(/O)c2ccc3c(c2)OCCO3)C1c1ccco1 (configuration not stated)
38	CC(C)C[C@H](NC(=O)NCCC1=CCCCC1)C(=O)O
39	CCCCOc1ccc(C(=O)Nc2cc(C)c(OCC(=O)N3CCOCC3)c(C)c2)cc1
40	CCCN(C[C@@H]1[C@@H](c2ccccc2)[C@H](CO)N1C(C)=O)C(=O)NC(C)C

compound no.	33	34	35	36	37	38	39	40
miR-122 sensor	-0.8	·	31.7	·	-22.2	·	-9.2	-14.3&-7.1[16.7 µM]
PAX8 inh HTS	·	-66.3	-2.7	-15.3	-33.3	0.5	-27.9	-14.7&-1.7
Cneo AK release	1.9	·	-0.3	3.5	-2.3	·	-3.9	-0.5&-14.9
CASP6 VEID inh	·	-1.8	-1.3	-2.4	·	-4.5	·	-3.3&-1.3
EWS-Fli inh	·	-66.0	9.4	-0.6	·	-6.0	·	1.3&4.5
FN deposition inh	-4.1	2.0	-1.6	1.1	-6.3	-6.3	-10.0	-12.9
LGR2 antag	·	-63.7	-6.7	-7.0	·	-15.9	·	7.8
PGC1a acetyl inh	18.3	·	0.5	·	-4.0	0.0	-8.5	1.2&9.5

41	CCC1Oc2ccccc2N(CC(=O)NCCN2CCCC2)C1=O (configuration not stated)
42	Cc1ccc(C)c(NC(=S)N(C)C)c1
43	O=S(=O)(NCC1COc2ccccc2O1)c1ccccc1F (configuration not stated)
44	COc1cccc(OC)c1OC(=O)/C=C/c1ccc(C)o1
45	CCn1cc(C(=O)NCc2ccc3c(c2)OCO3)c(=O)c2cc(S(=O)(=O)N(C)C)ccc21
46	CCC1CCCCN1CCCNC(=O)CCNC(=O)Cn1cnc2ccccc2c1=O (configuration not stated)
47	CCOC(=O)CN1C(=O)C(CC)Oc2ccc(Cl)cc21 (configuration not stated)
48	O=C(Nc1cccc(F)c1)N1C[C@@H]2N[C@H](C1)C2c1ccc(-c2ccncc2)cc1 (some centres not stated)

compound no.	41	42	43	44	45	46	47	48
miR-122 sensor	-1.2	-3.0	-8.6	·	-10.4	·	0.7	·
PAX8 inh HTS	-16.5	6.5	2.4	-3.0	49.6	5.0	·	-10.1&12.4
Cneo AK release	0.5	-3.1	-2.3	-0.2	-3.7	0.5	-3.9	·
CASP6 VEID inh	-7.3	-2.1	1.2	10.7	-2.5	-5.9	-4.6	-2.8&-2.3
EWS-Fli inh	·	-2.0	4.5	-0.7	1.8	5.2	5.6	11.2&-5.7
FN deposition inh	8.8	-6.4	1.5	-10.9	3.2	5.9	·	16.2&3.0
LGR2 antag	1.1	9.0	17.7	-2.3	·	6.4	-7.2	-4.2&8.1
PGC1a acetyl inh	11.9	0.8	-2.7	·	·	·	-5.0	-0.9&3.8

49	CC1(c2cccc(Br)c2)NC(=O)N(CC(=O)NCC2CCCO2)C1=O (configuration not stated)
50	O=C(Cn1c(-c2ccccc2)c[n+]2ccsc12)c1ccc([N+](=O)[O-])cc1
51	CCN(CC(=O)NCc1cccs1)CC(=O)Nc1ccc(C(N)=O)cc1
52	O=C(NNC(=O)c1cccc2ccccc12)c1cccc(Cl)c1
53	CC(C)CC(=O)Nc1nnc(CCc2ccccc2)s1
54	CO[C@H]1CN(C)C(=O)c2ccc(NS(=O)(=O)c3cn(C)cn3)cc2OC[C@@H](C)N(CC2CC2)C[C@H]1C

compound no.	49	50	51	52	53	54
miR-122 sensor	-4.5	·	2.0	4.4	0.5	·
PAX8 inh HTS	-17.2	11.8	7.4	-3.9	-50.8	-11.1
Cneo AK release	2.2	-0.3	-0.7	0.7	0.4	-13.1
CASP6 VEID inh	-0.3	-1.6	-0.6	-0.5	0.2	-5.1
EWS-Fli inh	-13.6	-15.4	-4.8	-17.3	-27.4	-2.8
FN deposition inh	-19.5	-0.8	-0.7	2.2	-5.1	-5.7
LGR2 antag	-2.9	·	-0.8	-5.6	-14.9	12.2
PGC1a acetyl inh	-5.7	·	4.1	-3.8	1.1	10.0
